# High-throughput results: PubChem BioAssay, National Center for Advancing Translational Sciences (NCATS)
# D2 PAM = D2 dopamine receptor (human) potentiation; P14416; HEK293 T-REx D2, calcium flux, EC20 dopamine potentiation; potentiation, % at 10 µM; 0.34% of 340,000 active; AID 485347;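 active = potentiation over 3 SD above the plate norm, cut at about 30% in these data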; also: 0% is about no effect
#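 Primary screen. Calcium kinetics in induced HEK293 T-REx D2 cells: compound pre-addition 180 s, EC20 dopamine, 180 s more.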
# D1 agonist = activates the human D1 dopamine receptor; HEK293 T-REx D1 cells, calcium flux, agonist mode; activation, % at 2 µM; 1% of 360,000 active; AID 504660; also: 0% is about no effect
#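 Agonism was scored from calcium flux recorded over 180 s (1 read/s) after pintool compound addition, following a 10-cycle baseline. Cells were inducible force-coupled HEK293 TREx D1, plated overnight at 30 C and loaded with no-wash calcium dye.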
# D2 ag = activates the human D2 dopamine receptor. 0.53% of 340,000 active. P14416. HEK293 T-REx D2 cells, calcium flux agonist mode. AID 485358. activation, % at 2 µM;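 active = activation over 3 SD above normal in the single-dose calcium agonist read, cut at about 30% in these data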; also: 0% is about no effect
#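 Tetracycline-induced HEK293 Trex cells with D2 receptor force-coupled to calcium signaling, plated overnight at 30 C and loaded with no-wash calcium dye. Calcium flux read kinetically for 180 s after compound addition; responses flag agonists.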
# TRHR PAM = allosteric enhancers of human TRH receptor; P34981; TRHR cells, fluo-8 calcium fluorescence, EC20 TRH enhancement; enhancement, % at 2 µM; 0.66% of 360,000 active; AID 493056; in the data active = enhancement above about 30%; also: 0% is about no effect
#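 TRHR-expressing cells loaded with fluo-8 calcium dye were read kinetically (ex 480/em 530) during compound addition, then stimulated with an EC20 of TRH (10 nM final). Enhancement of the Gq-mediated intracellular calcium response was scored.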
# RXFP1 antag = blocks the human relaxin receptor RXFP1. activity change, negative = inhibition, % at 57.5 µM. 0.59% of 350,000 active. AID 1259400. HEK293-RXFP1, relaxin-stimulated cAMP HTRF, 30 min; hits give low values;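 active = activity change of -60% or lower, but not beyond a set lower limit; inconclusive = change between -60% and -40%, or beyond the set limit; inactive = change above -40%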; also: % is scaled to controls: 0 for no effect and ±100 for the full control effect
# Target sequence (Q9HBX9 whole entry, looked up): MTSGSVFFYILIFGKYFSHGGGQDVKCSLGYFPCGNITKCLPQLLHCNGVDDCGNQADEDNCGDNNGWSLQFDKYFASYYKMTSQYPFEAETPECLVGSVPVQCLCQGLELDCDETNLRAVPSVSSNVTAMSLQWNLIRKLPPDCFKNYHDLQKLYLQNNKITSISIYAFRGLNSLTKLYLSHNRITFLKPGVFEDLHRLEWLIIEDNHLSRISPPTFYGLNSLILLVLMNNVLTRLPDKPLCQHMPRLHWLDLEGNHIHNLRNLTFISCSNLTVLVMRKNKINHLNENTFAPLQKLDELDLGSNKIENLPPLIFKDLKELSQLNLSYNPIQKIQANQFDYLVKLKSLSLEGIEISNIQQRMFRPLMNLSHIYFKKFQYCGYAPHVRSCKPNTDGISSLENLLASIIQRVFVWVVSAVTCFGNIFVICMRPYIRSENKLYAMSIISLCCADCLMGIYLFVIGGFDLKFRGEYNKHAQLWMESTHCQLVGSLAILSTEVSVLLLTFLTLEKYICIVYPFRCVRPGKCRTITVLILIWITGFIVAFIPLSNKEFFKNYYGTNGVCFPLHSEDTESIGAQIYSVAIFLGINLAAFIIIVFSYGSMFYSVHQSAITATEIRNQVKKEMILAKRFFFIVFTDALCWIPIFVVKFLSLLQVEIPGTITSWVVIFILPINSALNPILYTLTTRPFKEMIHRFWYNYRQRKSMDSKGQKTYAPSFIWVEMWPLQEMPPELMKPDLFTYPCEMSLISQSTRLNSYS
# D1 antagonist = antagonists of human D1 dopamine receptor | activity change, negative = inhibition, % at 10 µM | 3.2% of 360,000 active | P21728 | HEK293 TREx D1 cells, calcium flux, dopamine EC80; hits give low values; in the data active = activity change below about -30%; also: % is scaled to controls: 0 for no effect and ±100 for the full control effect
#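 Kinetic fluorescence of a calcium dye serves as the read-out. D1-expressing Hek293 Trex cells, induced overnight at 30 C, are exposed to compound for 180 s before an EC80 dopamine addition, then read 180 s further.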
# D2 antag = antagonists of human D2 dopamine receptor. P14416. HEK293 TREx D2 cells, calcium flux, dopamine EC80. inhibition, % at 10 µM. 2% of 340,000 active; in the data active = inhibition above about 30%; also: 0% is about no effect
#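 Measurement of antagonist activity uses fluorescent calcium dye in inducible HEK293 T-REx D2 cells: 10 s baseline, compound addition with 180 s read, EC80 dopamine addition with a further 180 s read.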
# D1 potentiator = enhances dopamine response at the human D1 receptor; HEK293 TREx D1 cells, calcium flux, dopamine EC20 potentiation; potentiation, % at 10 µM; 0.036% of 360,000 active; AID 504651; in the data active = potentiation above about 30%; also: 0% is about no effect
# TRHR ag = TRH receptor (human) agonism | TRHR cells, calcium flux fluo-8, FDSS agonist mode | activation, % at 2 µM | 0.18% of 360,000 active; also: 0% is about no effect
#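 TRHR-expressing cells, plated overnight in medium with 10% serum, were loaded with fluo-8 calcium dye at room temperature. After a 10 s baseline, library compound was pin-added and calcium release was recorded kinetically (ex 480/em 530) as agonist response.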
# Numbers without * were called inactive; ? = inconclusive; nt = no result given. Rule as the data show it, unless noted: active = activation above about 30%; inactive = the rest.
SMILES,D2 PAM,D1 agonist,D2 ag,TRHR PAM,RXFP1 antag,D1 antagonist,D2 antag,D1 potentiator,TRHR ag
Cc1nn(Cc2ccc(Cl)cc2)c(C)c1NC(=O)CSc1nc2c(c(C(F)(F)F)n1)CCc1ccccc1-2,6,1,0.0,-5,-8,-3,-8,12,0.7
CC1CCCC(C)N1C(=O)CSc1nnc(COc2cccc3cccnc23)o1 (stereo not drawn),9,2,0.3,1,-14,18,-4,-2,0.4
CCOc1ccc(N2C(=O)CC(N3CC(C)OC(C)C3)C2=O)cc1 (stereo not drawn),-18,-3,-0.3,0,6,2,8,3,0.9
Cc1ccccc1C(=O)NCCCn1ccnc1,-10,2,1.0,2,14,9,7,2,1.1
CC(c1nc2ccccc2o1)N1C(=O)c2ccccc2C1=O (stereo not drawn),5,0,-0.5,-5,-10,-6,16,-3,0.2
CCNC(=S)NNC(=O)c1cc(-c2cccc(OCC)c2)nc2ccccc12,14,0,-0.2,-5,11,nt,-39,0,-0.7
Cc1cccc(C(C)C)c1NC(=O)COC(=O)C1CC(=O)N(Cc2ccccc2)C1 (stereo not drawn),-7,0,-0.7,-2,-14,6,4,-7,-0.2
Cc1ccc(NC(=O)CO/N=C/c2ccccc2C)c(C)c1,-5,4,-0.9,-3,0,6,-1,-4,-1.4
CC(C)COC(=O)/C(C#N)=C\c1ccc(-c2ccccc2Cl)o1,1,4,0.5,1,-3,3,nt,2,0.8
COc1ccc(-c2nnc(C)c3nocc23)cc1,-8,0,-1.0,-1,9,-9,25,-5,0.4
COC(=O)c1ccc2c(c1)NC(=O)C(N(CC(C)C)CC(C)C)S2 (stereo not drawn),10,2,-0.7,10,-11,6,-3,-9,-1.0
CCCCNC(=O)c1cnc2n(c1=O)CCS2,0,0,-0.6,-4,8,-3,15,-5,0.0
O=C(CCN1CCN(c2ccc(F)cc2)CC1)Nc1ccc(F)cc1,-30,4,2.5,-9,-18,-2,-15,-2,-0.5
COCCn1c(SCC(=O)N2CCN(c3ccccc3)CC2)nc2c(c1=O)SC(C)C2 (stereo not drawn),nt,0,nt,-12,-3,-35*,nt,-7,-1.1
CCOCCOC(=O)C1=C(C)N(C)C(=O)NC1c1cc(Cl)c(O)c(OCC)c1 (stereo not drawn),8,0,0.4,5,10,1,18,3,-0.3
Cc1ccc(NC(=O)C(C)OC(=O)Cn2cnc3ccccc3c2=O)cc1 (stereo not drawn),1,0,-0.3,3,-9,2,7,1,-0.6
CNC(=O)CSc1nc2cccnc2n1C1CCCCC1,-10,1,0.3,0,-4,-15,-10,-6,-0.2
CSc1ccccc1NC(=O)CN(C)CC(=O)Nc1ccccc1C(F)(F)F,2,7,-0.1,-6,-9,-14,12,-4,-0.4
CCCCn1c(NC(=S)Nc2ccccc2)nc2ccccc21,-1,1,1.6,-2,-1,2,-1,-6,-0.1
COc1ccc(Cc2nnc(NC(=O)c3ccccc3Cl)s2)cc1OC,23,2,1.0,1,-9,21,6,-5,-0.7
CC(=O)c1ccc(NC(=O)C2CCCN2S(=O)(=O)c2ccc(F)cc2)cc1 (stereo not drawn),-8,3,0.7,2,0,-3,-5,0,0.0
CCc1nnc(NC(=O)C2CC(=O)N(Cc3ccco3)C2)s1 (stereo not drawn),1,2,-0.3,12,10,10,3,-3,-0.9
CCC1CCc2nc3sc(C(=O)Nc4ccc(C)cc4C)c(N)c3cc2C1 (stereo not drawn),-9,-1,-0.2,-5,nt,-9,nt,0,-1.0
C1CCC(NC2=NCCC2)CC1,4,3,-0.3,11,1,4,-7,-3,0.1
CCN(C(=O)c1cn(CC)c(=O)c2cc(OC)c(OC)cc12)c1ccccc1C,-2,0,-0.7,7,1,-29,5,-4,0.2

# 3 compounds already listed, sorted by their value in RXFP1 antag, largest number first.
molecule	D2 PAM	D1 agonist	TRHR PAM	RXFP1 antag	D1 antagonist	D2 antag	D1 potentiator	TRHR ag
CCOCCOC(=O)C1=C(C)N(C)C(=O)NC1c1cc(Cl)c(O)c(OCC)c1 (stereo not drawn)	8	0	5	10	1	18	3	-0.3
COc1ccc(-c2nnc(C)c3nocc23)cc1	-8	0	-1	9	-9	25	-5	0.4
COC(=O)c1ccc2c(c1)NC(=O)C(N(CC(C)C)CC(C)C)S2 (stereo not drawn)	10	2	10	-11	6	-3	-9	-1.0

# The list continues.
SMILES,D2 PAM,D1 agonist,D2 ag,TRHR PAM,RXFP1 antag,D1 antagonist,D2 antag,D1 potentiator,TRHR ag
CC(=O)c1sc(NC(=O)c2cccc(C)c2)nc1C,1,0,-0.1,4,2,-4,1,-8,-0.4
Cc1ccc(CNC(=O)CN2C(=O)COc3ccccc32)cc1,-5,4,nt,-3,4,18,nt,4,-0.8
CCCS(=O)(=O)N1CCC(C(=O)NCCC(C)C)CC1,6,-1,-1.5,7,-5,10,-12,-6,-0.3
O=C(c1cc(COc2ccc(F)cc2Cl)on1)N1CCN(C2CCCC2)CC1,-15,15,-0.8,5,-3,-44*,-10,-3,-0.9
Cc1ccc(S(=O)(=O)Nc2ccccc2N2CCOCC2)cc1,8,3,0.3,-1,-6,-10,-2,1,19
COc1ccc(OCC(Cn2cnc3ccccc32)OC(C)=O)cc1 (stereo not drawn),-8,3,0.9,-1,-17,8,-5,-4,0.1
CC1CCN(c2c(NCC3CCC(C(=O)NCCc4ccccc4)CC3)c(=O)c2=O)CC1 (stereo not drawn),-4,-2,-0.4,-4,nt,8,-8,-1,-0.3
CNC(=O)COC(=O)/C=C/c1ccco1,4,2,2.3,17,8,5,-6,-6,0.3
Cc1c(O)c(=O)n(-c2ccccc2)n1C,13,1,1.9,3,nt,-25,24,7,-0.8
O=S(=O)(c1cccc2cccnc12)N1CCCCC1,-11,1,nt,1,-8,-1,nt,5,-0.7
CCOc1ccccc1CNC(=O)c1cnc2sc(N3CCCCCC3)nn2c1=O,-6,0,0.7,0,-28,4,nt,-4,-0.3
COc1ccc(S(=O)(=O)N(CC(=O)Nc2ccccc2Br)Cc2ccccc2)cc1,2,44*,1.6,1,-5,15,nt,0,1.7
CC(C)c1ccc(C2NC(=O)CCC2[N+](=O)[O-])cc1 (stereo not drawn),-2,0,1.3,-1,0,11,-1,-2,-0.2
CC(=O)c1ccccc1NC(=O)C1CC(=O)N(c2ccc3c(c2)OCCO3)C1 (stereo not drawn),19,2,0.3,0,0,-1,-6,0,-0.1
CCCS(=O)(=O)N1CCC(C(=O)NCCc2ccc(C)cc2)CC1,-8,2,0.3,-6,-2,5,-6,9,-0.2
COC(CNC(=O)C(=O)Nc1ccc2c(c1)N(S(=O)(=O)c1cccs1)CCC2)OC,-5,5,0.1,5,1,6,-10,-7,0.5
CCOc1ccc(CCNC(=O)c2cc3ccccn3n2)cc1OCC,nt,16,nt,4,-16,-16,nt,nt,0.1
COC(=O)Cc1cc(=O)[nH]c(/N=C(\N)Nc2ccccc2C)n1,8,0,0.7,-1,-2,-1,-12,-1,0.0
COC(=O)c1c(C(=O)OC)c(-c2ccc(C)cc2)n2c1CS(=O)C2 (stereo not drawn),-11,0,1.0,2,0,-4,2,8,-0.1
C[C@@H](C(=O)Nc1ccc2c(c1)OCO2)n1c(=O)[nH]c2ccccc2c1=O,8,7,0.6,-2,-8,-13,3,-3,0.3
NC(=O)c1ncc(C(F)(F)F)cc1Oc1cccc(F)c1,-19,-1,-0.4,-2,2,-8,5,-9,-0.3
CC(CC(=O)Nc1ccc(F)cc1F)S(=O)(=O)c1ccc2c(c1)NC(=O)CO2 (stereo not drawn),-9,1,1.2,-5,26,6,-6,-11,0.1
O=C(Nc1c(C(=O)N2CCOCC2)cnn1-c1ccccc1)c1ccc(F)cc1,13,3,-0.1,2,-5,-14,-3,-1,0.7
Cc1ccc(CNC(=O)c2ccc(NS(=O)(=O)c3cccs3)cc2)cc1,14,2,-0.5,0,36,-20,-17,-7,-0.5
COc1ccc2[nH]c3c(C)c4ccncc4c(C)c3c2c1,24,1,1.0,2,nt,0,2,4,0.6

# Six entries from above, with bars between the fields:
canonical_smiles | D2 PAM | D1 agonist | D2 ag | TRHR PAM | RXFP1 antag | D1 antagonist | D2 antag | D1 potentiator | TRHR ag
O=C(Nc1c(C(=O)N2CCOCC2)cnn1-c1ccccc1)c1ccc(F)cc1 | 13 | 3 | -0.1 | 2 | -5 | -14 | -3 | -1 | 0.7
NC(=O)c1ncc(C(F)(F)F)cc1Oc1cccc(F)c1 | -19 | -1 | -0.4 | -2 | 2 | -8 | 5 | -9 | -0.3
Cc1ccc(CNC(=O)c2ccc(NS(=O)(=O)c3cccs3)cc2)cc1 | 14 | 2 | -0.5 | 0 | 36 | -20 | -17 | -7 | -0.5
O=C(c1cc(COc2ccc(F)cc2Cl)on1)N1CCN(C2CCCC2)CC1 | -15 | 15 | -0.8 | 5 | -3 | -44* | -10 | -3 | -0.9
COc1ccc(OCC(Cn2cnc3ccccc32)OC(C)=O)cc1 (stereo not drawn) | -8 | 3 | 0.9 | -1 | -17 | 8 | -5 | -4 | 0.1
CNC(=O)COC(=O)/C=C/c1ccco1 | 4 | 2 | 2.3 | 17 | 8 | 5 | -6 | -6 | 0.3

# (listing goes on)
SMILES,D2 PAM,D1 agonist,D2 ag,TRHR PAM,RXFP1 antag,D1 antagonist,D2 antag,D1 potentiator,TRHR ag
Cc1cc(C)nc(SCC(=O)Nc2cc(C)on2)n1,2,4,0.2,1,12,-9,4,3,-0.5
COCCCn1c(-c2ccccc2Cl)n[nH]c1=S,13,1,1.2,-4,-12,4,3,3,0.5
Cc1ccc(-n2nc(CO)c(C(=O)NCc3cccnc3)n2)cc1C,-2,0,-1.4,4,?,-25,nt,-3,-0.5
CC(Sc1nc(C(F)(F)F)nc2ccccc12)C(=O)NC1CCCC1 (stereo not drawn),1,2,-1.2,-3,9,10,0,1,-0.5
Nc1ncnc2c1ncn2[C@H]1CC[C@@H](CO)O1,-1,1,0.4,2,nt,nt,-1,-4,-0.4
Cc1cccc(C(=O)Nc2c(-c3ccc(F)cc3)nc3ccccn23)c1,23,-1,-0.1,-2,nt,-21,nt,-1,-0.5
O=C1CC(/C=C/c2ccccc2)=Nc2ccccc2N1,-2,8,4.5,-1,-5,-24,-7,-8,3.1
Cc1sc2nc[nH]c(=O)c2c1-c1ccc(Cl)cc1,4,5,-0.2,-5,9,-9,11,-6,0.1
COc1ccc(CNC(=O)Cn2c(=O)nc(-c3ccccc3F)c3cc(Cl)ccc32)cc1OC,10,-2,-2.2,4,15,-18,nt,0,-1.3
Cc1c(NS(=O)(=O)c2cccc(C(=O)OCC(=O)N(C)C3CCCCC3)c2)c(=O)n(-c2ccccc2)n1C,-3,-1,-0.2,1,11,-13,17,-8,-0.1
O=C(Nc1ccc(S(=O)(=O)N2CCOCC2)cc1)c1ccc2ncsc2c1,-5,5,0.1,-2,-1,-12,17,-4,-0.3
CCc1ccc(S(=O)(=O)NCCc2cn3ccccc3n2)s1,1,1,0.3,-9,-8,0,-14,-2,-0.3
O=C(Nc1nc(-c2cccs2)c(C(=O)C(F)(F)F)s1)c1ccccc1,-9,13,3.5,-7,nt,-23,-12,-8,3.0
CC(C)(C)NC(=O)COC(=O)CCC(=O)c1cccs1,-2,-1,0.0,0,-15,-19,13,7,0.0
COc1ccccc1NC(=O)c1oc2ccccc2c1NC(=O)c1cccc(OC)c1OC,-5,7,nt,-6,-12,-12,nt,-4,1.2
CC(C)(C)c1ccc(C(=O)NCC(=O)NNC(=O)c2ccccc2O)cc1,1,1,0.3,-1,-21,11,-2,6,0.5
